Screening results deposited in PubChem BioAssay by several laboratories.
Fh CTSL1 inh: counter-screen for PFM18AAP inhibitors: inhibitors of F. hepatica cathepsin L1. recombinant F. hepatica cathepsin L1, Z-Leu-Arg-MCA fluorescence. inhibition, % at 5.96 µM. hit rate 0.49% among 300,000. AID 1906;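 active = inhibition above the mean of all tested compounds plus 3 SD, set per screening campaign, cut at about 17% in these data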;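 note: 0% = plate median of test compound wells and 100% = 1 µM Z-Phe-Ala-diazomethylketone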
proCasp7 act: activates human procaspase-7, counter-screen for procaspase-3 activators. P55210. recombinant procaspase-7, Ac-DEVD-pNA absorbance 405 nm; D23A/D198A/D206A triple mutant, cannot self-cleave; scale: DMSO 0, 5 µM enzyme 100. activation, % at 8.5 µM. hit rate 0.093% among 330,000. AID 463210;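 active = percent activation above the screen-wide mean plus 3 SD, cut at about 25% in these data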
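Detection: p-Nitroaniline absorbance at 405 nm, read at 0 and 120 min; system: Uncleavable procaspase-7 mutant enzyme; evaluation: % activation from two-timepoint absorbance difference, scaled to controls; times: 1 h enzyme–compound preincubation and 2 h substrate reaction, both 25 °C; buffer or medium: Zinc-free HEPES pH 7.4 with 300 mM NaCl, 0.01% Triton X-100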
PP1 counter: blocks human PP1-alpha phosphatase, a PP5 counter-screen | inhibition, % at 6.7 µM | purified PP1alpha, OMFP fluorescence | AID 2235 | P62136 | hit rate 0.9% among 320,000;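 active = inhibition above the mean inhibition of all tested compounds plus 3 SD, computed separately for each screening campaign, cut at about 15% in these data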
GASC-1 inh: human JMJD2C demethylase inhibition; inhibition, % at 2.35 µM; hit rate 0.069% among 330,000; GST-JMJD2C(1-420) H3K9me3 demethylation, DELFIA europium;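 active = more than half of a compound's replicate wells show inhibition beyond 50%, single wells judged on their own value; inconclusive = some, but no more than half, of replicates pass 50% inhibition; inactive = no replicate passes 50% inhibition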;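 note: signal counts dimethyl H3K9 product captured on neutravidin plate; 0% = median of DMSO wells and 100% = 0.3 times that DMSO median; strong numbers were not always called active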
proCasp3 act: activators of human procaspase-3; AID 463141; recombinant procaspase-3 D3A, Ac-DEVD-pNA absorbance 405 nm; P42574; activation, % at 8.5 µM; hit rate 0.11% among 330,000;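 active = activation above the mean of all tested compounds plus 3 SD, cut at about 21% in these data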;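 note: 0% = DMSO alone and 100% = DMSO wells spiked with extra 5 µM PC-3 D3A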
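Technique: 405 nm absorbance of p-nitroaniline, reads at 0 and 120 min; Test system: Procaspase-3 D3A mutant; Incubation: 1 h enzyme-compound preincubation, then 2 h substrate reaction, 25 °C; Repeats: singlicate, each compound tested once; Benchmarks: low control DMSO wells, high control DMSO plus 5 µM PC-3 D3A.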
GRK2 inh: human GRK2 inhibition via aptamer displacement. P25098. bead flow cytometry, FAM-aptamer displacement from GRK2. inhibition of aptamer binding, % at 10 µM. hit rate 0.59% among 330,000;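 active = inhibition of aptamer binding above 40%, roughly 3 SD of noise, on plates passing a quality check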;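 note: median bead fluorescence of bound FAM aptamer so fluorescent compounds give negative values; no value below 0 was filed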
PP5 inh: PP5 (human) phosphatase inhibition. P53041. purified PP5c, OMFP substrate fluorescence. inhibition, % at 6.7 µM. hit rate 0.18% among 320,000. AID 1987;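 active = inhibition above the campaign's mean inhibition across all tested compounds plus 3 SD, cut at about 9.5% in these data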;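 note: 0% = DMSO only and 100% = 100 µM cantharidin control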
HCV core dimer: HCV core protein dimerization inhibition. TR-FRET GST/Flag-core106 dimerization, 1536-well. inhibition, % at 5 µM. hit rate 0.33% among 300,000. AID 1899;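 active = inhibition above the mean of all tested compounds plus 3 SD, set per screening campaign, cut at about 45% in these data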
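assay system = GST-tagged and Flag-tagged HCV core protein residues 1-106 | controls = unlabelled core106 and no-GST-core106 wells | incubation = compound-protein-antibody incubation 4 h at 22.5 °C | probe or stimulus = Eu donor and XL665 acceptor anti-tag antibodies | read-out = % inhibition based on acceptor/donor emission ratio | signal = TR-FRET 671 and 617 nm emission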
VLA-4 inh: inhibition in a human VLA-4 binding assay | inhibition, % (about 7 µM as worked out from the volumes in the protocol) | hit rate 0.2% among 330,000 | P13612 | VLA-4 expressing cells, ligand binding flow cytometry | AID 2557; in the data active = inhibition above about 50%
Target sequence (P13612 whole entry, looked up): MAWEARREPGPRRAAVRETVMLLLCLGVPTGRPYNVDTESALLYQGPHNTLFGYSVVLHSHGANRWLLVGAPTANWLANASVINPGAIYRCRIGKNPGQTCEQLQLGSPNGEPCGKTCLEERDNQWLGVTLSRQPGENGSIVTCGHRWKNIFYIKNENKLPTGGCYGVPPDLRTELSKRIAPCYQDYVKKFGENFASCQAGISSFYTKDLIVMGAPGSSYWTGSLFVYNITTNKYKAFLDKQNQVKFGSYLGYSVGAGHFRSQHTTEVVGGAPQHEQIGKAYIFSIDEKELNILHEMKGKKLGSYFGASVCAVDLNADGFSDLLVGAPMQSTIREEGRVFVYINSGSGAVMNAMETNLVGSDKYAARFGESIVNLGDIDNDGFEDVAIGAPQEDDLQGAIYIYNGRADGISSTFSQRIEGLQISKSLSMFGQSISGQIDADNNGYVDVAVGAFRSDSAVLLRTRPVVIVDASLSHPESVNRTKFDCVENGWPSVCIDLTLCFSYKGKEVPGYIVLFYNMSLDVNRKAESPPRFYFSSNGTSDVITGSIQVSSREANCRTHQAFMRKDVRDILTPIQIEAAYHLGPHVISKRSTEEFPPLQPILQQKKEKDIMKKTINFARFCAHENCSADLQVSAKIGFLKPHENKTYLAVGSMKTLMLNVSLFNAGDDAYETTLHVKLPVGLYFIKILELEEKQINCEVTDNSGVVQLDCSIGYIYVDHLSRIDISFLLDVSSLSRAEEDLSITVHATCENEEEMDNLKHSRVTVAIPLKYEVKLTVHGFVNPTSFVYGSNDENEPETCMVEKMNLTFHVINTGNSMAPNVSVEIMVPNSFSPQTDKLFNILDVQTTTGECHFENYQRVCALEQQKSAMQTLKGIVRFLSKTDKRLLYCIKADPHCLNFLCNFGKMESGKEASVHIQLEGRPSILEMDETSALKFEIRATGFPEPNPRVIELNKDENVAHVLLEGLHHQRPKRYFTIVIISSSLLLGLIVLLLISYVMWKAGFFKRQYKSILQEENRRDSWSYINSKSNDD
Numbers without * were called inactive; ? = inconclusive; / = no result given.

Sequence of screens – HCV core dimer | GRK2 inh | proCasp7 act | Fh CTSL1 inh | GASC-1 inh | PP1 counter | PP5 inh | VLA-4 inh | proCasp3 act
Fc1cccc(Cc2noc(CN3CCCN(C4Cc5ccccc5C4)CC3)n2)c1
 : 9.5 | 0.0 | -0.4 | -1.9 | -12.2 | 1.2 | 4.7 | 6.7 | -2.3
COc1cc2c(cc1OC)C1(Nc3c-2c(Cc2ccccc2)nn3-c2ccccc2)C(=O)Nc2ccccc21 (stereo not given)
 : 58.2* | 2.0 | -15.1 | -1.9 | -0.6 | 7.9 | 3.9 | -13.5 | -12.7
O=[N+]([O-])c1ccc(Sc2ncc3ccccn23)nc1
 : 1.2 | 0.0 | -0.6 | 0.6 | -12.1 | 2.4 | -1.8 | 6.7 | -2.4
CC1CCC2(CC1)NC(=O)N(CC(=O)N1CCc3ccccc3C1)C2=O (stereo not given)
 : 1.5 | 1.0 | -4.9 | -1.4 | 9.0 | -1.2 | -0.8 | -7.5 | -0.7
COc1ccc([N+](=O)[O-])cc1NC(=O)Nc1ccccc1
 : 5.4 | 2.0 | 6.2 | 7.8 | 3.5 | 0.4 | 3.8 | 0.6 | 6.5
Cn1c(=O)c2nc(-c3ccccc3)c(-c3ccccc3)nc2n(C)c1=O
 : 7.0 | / | 3.7 | 3.7 | 3.8 | 3.1 | 0.6 | -0.9 | -8.7
Cc1ccc(C(=O)/C=C\Nc2ccc(C)c(C)c2)cc1
 : 5.1 | 2.0 | -6.8 | -3.1 | 2.6 | -5.2 | -2.0 | 7.6 | 1.3
COc1ccc(OC)c(C(=O)CSc2nc3ccccc3n2CC(=O)NC(C)(C)C)c1
 : -0.9 | 1.0 | -4.0 | -2.0 | -3.1 | 0.5 | -1.5 | 0.5 | -4.4
O=C1Nc2cc(C(=O)N3CCc4ccccc4C3)ccc2S/C1=C\c1ccccc1
 : 11.7 | 3.0 | 2.9 | 0.1 | 1.8 | 1.3 | -0.9 | 14.9 | -0.5
COc1ccc(-c2nnc(N)s2)cc1
 : -2.7 | 1.0 | 5.0 | -0.7 | 3.3 | -3.2 | -0.6 | -0.3 | 5.1
Cc1c(Cl)cccc1NC(=O)CSc1nccn1C
 : -1.9 | 0.0 | 0.7 | -0.7 | 5.5 | -0.5 | 3.0 | 12.4 | 4.5
CCC/C=N/NC(=O)c1ccc(F)cc1
 : 7.7 | 0.0 | -5.1 | -0.9 | -2.0 | -1.0 | 1.6 | 13.7 | -3.9
Cc1ccc(S(=O)(=O)N(c2cccc(C)c2)C2CCS(=O)(=O)C2)cc1 (stereo not given)
 : 8.9 | 5.0 | -7.2 | 0.8 | 5.5 | -0.8 | 0.3 | 9.4 | -1.2
Cc1ccc(S(=O)(=O)Nc2cc(C(C(=O)OC(C)C)C(=O)C(F)(F)F)c(O)c3ccccc23)c(C)c1 (stereo not given)
 : 16.4 | 3.0 | -25.6 | 5.4 | 7.1 | -3.5 | 1.1 | -6.8 | -22.6
Cc1ccc(NC(=O)CNc2cccc(S(=O)(=O)N3CCCCC3)c2)cc1F
 : 3.1 | 0.0 | 2.8 | -3.0 | 54.9 | -0.9 | -0.3 | -0.8 | 15.1

(cont.)
Sequence of screens – HCV core dimer | GRK2 inh | proCasp7 act | Fh CTSL1 inh | GASC-1 inh | PP1 counter | PP5 inh | VLA-4 inh | proCasp3 act
CCOC(=O)CNC(=S)N(Cc1ccccc1F)C1CCCCC1
 : -3.6 | 5.0 | -0.9 | -2.4 | 16.2 | 0.5 | 1.6 | 16.7 | 0.9
COC(=O)/C(=C\Nc1ccc(Cl)cc1Cl)NC(=O)c1ccc(OC)cc1
 : 0.7 | 2.0 | -9.8 | 8.6 | -1.2 | -1.7 | 3.4 | 1.6 | -4.0
Cc1ccc(S(=O)(=O)N2CCCN(S(=O)(=O)c3ccc4ccccc4c3)CC2)cc1
 : 6.0 | 3.0 | -1.0 | 1.5 | -9.6 | -1.8 | 3.1 | 13.4 | -0.1
O=c1c2oc3ccccc3c2ncn1Cc1ccccc1F
 : 1.5 | 0.0 | 3.8 | 1.0 | 1.9 | 2.8 | 3.1 | 10.5 | -1.6
COc1ccc(/C=C/C(=O)c2cc(F)ccc2OC(=O)c2ccccc2)cc1OC
 : 7.8 | 0.0 | 3.4 | -1.2 | 7.7 | 2.2 | 1.3 | 41.5 | 7.0
O=c1oc(CCO)cc2ccc(-c3ccc4[nH]ccc4c3)cc12
 : / | 0.0 | 9.8 | / | 4.3 | -2.8 | 0.4 | -8.0 | 0.2
COc1cc(C(O)P(=O)(OCCC(C)C)c2ccc(N(C)C)cc2)cc(OC)c1OC (stereo not given)
 : -2.3 | 0.0 | 1.0 | 1.1 | -19.4 | -4.3 | 0.0 | 16.8 | -1.4
COc1ccccc1OCCNC(=O)C(c1ccccc1)c1ccccc1
 : -8.2 | 0.0 | -0.8 | -3.9 | 4.4 | 2.7 | 1.6 | -5.2 | -10.5
CN(C(=O)CSc1nc(-c2ccccc2)cn1N)C(c1ccccc1)c1ccccc1
 : 9.4 | 0.0 | -6.2 | 0.6 | 9.5 | -2.0 | 4.8 | 3.7 | -6.7
S=C(Nc1ccccn1)NC1CCCC1
 : -11.9 | 0.0 | -12.1 | -0.3 | -5.4 | 0.0 | -0.2 | 44.9 | 1.9
CS(=O)(=O)Nc1cccc(C2=NN(C(=O)c3ccc(F)cc3)C(c3cccs3)C2)c1 (stereo not given)
 : -0.1 | 0.0 | 0.2 | 6.9 | 4.9 | 0.2 | 4.9 | 0.1 | -2.1
CC(=O)Nc1ccc(S(=O)(=O)NC2(C(F)(F)F)NC(=O)N(C3CCCC3)C2=O)cc1 (stereo not given)
 : -1.6 | 0.0 | 4.5 | 0.1 | 6.2 | -3.3 | 3.2 | 45.4 | -3.8
Cn1c(SCc2cccnc2)nnc1-c1c[nH]c2ccccc12
 : 12.3 | 4.0 | 5.2 | 1.3 | 0.7 | -0.9 | -2.4 | 8.7 | 1.0
CCn1cnc2sc(C(=O)Nc3ccccc3OC)c(C)c2c1=O
 : 0.1 | 4.0 | 3.6 | -4.0 | -7.0 | -12.3 | -0.4 | -4.8 | -5.4
CCCC(=O)NC1=C(C#N)C2(CCCCC2)Cc2ccccc21
 : -2.6 | 0.0 | 4.5 | 2.7 | -0.5 | -0.9 | 0.9 | -7.0 | -1.7

The listing continues.
Sequence of screens – HCV core dimer | GRK2 inh | proCasp7 act | Fh CTSL1 inh | GASC-1 inh | PP1 counter | PP5 inh | VLA-4 inh | proCasp3 act
Cc1ccc(C)c(NC(=O)CSc2nnc(-c3n[nH]c4ccccc34)o2)c1
 : -6.2 | 3.0 | -0.8 | 4.7 | 11.0 | -2.5 | 3.1 | 22.6 | -3.5
O=C(CCCn1c(=O)c2cccn2c2cccnc21)NCCc1ccc(Cl)cc1
 : 9.9 | 4.0 | -9.0 | 2.6 | -1.3 | 2.8 | 2.5 | 2.5 | 5.2
O=C(CN1C(=O)C(=O)N(C2CCCC2)C1=O)NCCc1ccc(Cl)cc1Cl
 : / | 0.0 | -2.9 | / | 2.3 | -5.0 | -1.3 | -7.2 | 6.5
CC(=O)/C(=C\Nc1ccc(OCc2ccccc2)cc1)c1ccccc1
 : -62.1 | 3.0 | -4.2 | 0.8 | -17.3 | -1.7 | 0.3 | -20.1 | 0.4
COc1ccc(-c2sc3ccc(N4CCOCC4)cc3c2C#CC2(O)CCCCC2)cc1
 : / | 0.0 | -2.8 | / | 13.0 | / | / | 15.2 | 2.0
COc1ccccc1Nc1nc(N)nc(CN2CCCCCC2)n1
 : 9.4 | 0.0 | -2.8 | 3.5 | 20.9 | 6.2 | -0.1 | 1.1 | 5.7
CCCn1nnc(NC(=S)NC(=O)c2ccc(-c3ccc(Br)cc3)o2)n1
 : 15.3 | / | -29.3 | 0.6 | -10.8 | -0.5 | -0.4 | 7.2 | -24.5
Cc1ccc(C(OCC(C)(C)C[N+](C)(C)C)c2ccccc2)cc1 (stereo not given)
 : -7.5 | 0.0 | 0.2 | -0.2 | -0.6 | 0.7 | 0.3 | 5.3 | 1.6
O=C(CSc1nc2ccccc2n1CC(=O)N1CCCC1)NCc1ccc2c(c1)OCO2
 : -2.1 | 2.0 | 6.1 | -2.3 | -15.5 | 2.3 | 4.0 | 5.0 | 0.8
CC(C)(C)c1nn(-c2ccccc2)c2nc(Cl)c(C=O)cc12
 : -0.2 | 2.0 | 8.0 | -2.7 | 3.5 | 0.3 | 1.4 | 0.0 | -2.0
CC(=O)C1=C(C)NC(SCSc2ccccc2)=C(C#N)C1c1cccnc1 (stereo not given)
 : 8.7 | 1.0 | -14.9 | 2.9 | -7.0 | 3.7 | 0.9 | -24.8 | -8.8
Cc1ccc(S(=O)(=O)N2CCN(C(=O)CN3CCc4ccccc4C3)CC2)cc1
 : -4.2 | 0.0 | 9.4 | -2.0 | ? | 1.3 | 3.0 | 10.0 | 3.8
Cc1c(Cl)cccc1NC(=O)CSc1nncn1-c1ccccn1
 : -1.2 | 1.0 | -5.0 | 0.3 | 4.2 | 2.0 | 1.6 | 1.7 | 1.0
Nc1ccccc1-n1cccc1
 : 2.3 | 2.0 | -9.1 | 13.5 | 1.1 | -0.8 | 0.8 | 3.0 | -11.9
Cc1nn(CC#N)c(=O)n1N(C)c1ncc(C(F)(F)F)cc1Cl
 : -3.0 | 5.0 | -0.8 | -7.2 | -12.6 | -3.4 | -2.8 | 2.1 | -0.2

Two compounds picked at random from the list so far, as already listed:
Sequence of screens – HCV core dimer | GRK2 inh | proCasp7 act | Fh CTSL1 inh | GASC-1 inh | PP1 counter | PP5 inh | VLA-4 inh | proCasp3 act
CS(=O)(=O)Nc1cccc(C2=NN(C(=O)c3ccc(F)cc3)C(c3cccs3)C2)c1 (stereo not given)
 : -0.1 | 0.0 | 0.2 | 6.9 | 4.9 | 0.2 | 4.9 | 0.1 | -2.1
Cc1c(Cl)cccc1NC(=O)CSc1nncn1-c1ccccn1
 : -1.2 | 1.0 | -5.0 | 0.3 | 4.2 | 2.0 | 1.6 | 1.7 | 1.0

Later entries:
Sequence of screens – HCV core dimer | GRK2 inh | proCasp7 act | Fh CTSL1 inh | GASC-1 inh | PP1 counter | PP5 inh | VLA-4 inh | proCasp3 act
O=C(CNCC1CCCCC1)Nc1cccc(S(=O)(=O)N2CCOCC2)c1
 : 0.1 | 1.0 | 11.6 | -6.2 | 10.3 | -1.6 | 2.3 | 11.8 | 1.0
Cc1ccccc1C(=O)Nc1ccnn1C1CCN(Cc2ccncc2)CC1
 : 4.4 | 0.0 | 1.7 | 0.9 | -0.3 | -2.0 | 1.2 | 0.8 | 1.9
COc1ccc(-c2cc(C(F)(F)F)nc(SCC(=O)Nc3sc4c(c3C#N)CCC4)n2)cc1
 : 13.7 | 0.0 | -6.3 | 1.7 | -6.0 | -0.5 | 2.3 | 3.3 | 5.6
CCN1CC(CN(C)Cc2nc(-c3ccc(C(F)(F)F)cc3)no2)CC1=O (stereo not given)
 : -2.4 | 1.0 | 6.3 | -1.4 | -5.6 | -2.5 | 2.1 | -1.1 | -2.4
